bIAP activator: intestinal alkaline phosphatase (bovine) activation | purified bovine IAP, CDP-star luminescence, 30 min; hits give high values; fold of DMSO-control signal, blank-subtracted | activation factor at 20 µM | AID 1016 | 200,000 tested, 0.17% active;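 active means activation factor of 2 or more at 20 µM, a signal rise over negative controls twice the positive control's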
PMI activator: activators of human phosphomannose isomerase | P34949 | purified human PMI, coupled resazurin fluorescence, 20 min; hits give high values; 1 = vehicle control, 0 substrate-free wells | activation factor at 20 µM | 190,000 tested, 0.005% active | AID 1214;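 active means activation factor of 2 or more at 20 µM, relative to plate controls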
Target sequence (P34949 whole entry, looked up): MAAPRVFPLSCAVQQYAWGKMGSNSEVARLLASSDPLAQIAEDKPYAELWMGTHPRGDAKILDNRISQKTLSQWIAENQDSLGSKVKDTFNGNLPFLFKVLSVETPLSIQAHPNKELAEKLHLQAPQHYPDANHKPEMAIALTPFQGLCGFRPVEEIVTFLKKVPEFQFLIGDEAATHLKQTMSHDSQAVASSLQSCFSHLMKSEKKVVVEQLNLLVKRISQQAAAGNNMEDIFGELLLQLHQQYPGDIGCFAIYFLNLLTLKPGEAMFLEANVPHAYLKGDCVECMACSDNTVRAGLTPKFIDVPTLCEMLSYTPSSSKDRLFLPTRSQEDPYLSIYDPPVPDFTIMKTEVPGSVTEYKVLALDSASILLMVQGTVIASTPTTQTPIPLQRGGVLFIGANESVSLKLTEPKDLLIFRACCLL
PMI act satM6P: activators of human phosphomannose isomerase at near-saturating mannose 6-phosphate; 190,000 tested, 0.34% active; activation factor at 20 µM; coupled PMI enzyme assay, resazurin fluorescence, 20 min; hits give high values; 1 = untreated enzyme, 0 = substrate-free blank;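 active means activation factor of 2 or more at 20 µM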
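assay system = human phosphomannose isomerase with PGI, G6PDH, diaphorase coupling enzymes | quantity = 15 ng/mL PMI | incubation = enzyme reaction with compound 20 min at room temperature | medium = HEPES pH 7.4 buffer with MgCl2 and Tween-20 | compound dosing = one concentration, 20 µM, in 1% DMSO | measured by = Diaphorase-driven resazurin-to-resorufin fluorescence, excitation 544, emission 590 nm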
Diaphorase inh: inhibits diaphorase or chemically oxidizes, flagging diaphorase assay artifacts; diaphorase resazurin-to-resorufin fluorescence, NADH, 16 min; bacterial (C. kluyveri) enzyme, not human; inhibition, % at 20 µM; 190,000 tested, 0.69% active; AID 1217;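 active means primary screen inhibition at 20 µM above a set limit, cut at about 50% in these data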;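 further: plate controls were DMSO with full reaction for no effect and wells lacking NADH for full effect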
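System: Diaphorase enzyme from Clostridium kluyveri | Amount: Enzyme working solution with 0.14 U/mL diaphorase | Benchmarks: No-NADH positive control and DMSO neutral control | Signal: Fluorescence of resorufin formed from resazurin, Ex 544/Em 590 nm | Schedule: 16-min room-temperature incubation before reading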
TNAP inh no acc: blocks human TNAP activity with no phosphate acceptor present; P05186; 200,000 tested, 0.26% active; inhibition, % at 20 µM; AID 1012; purified TNAP, CDP-star luminescence, 30 min;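 active means tissue-nonspecific alkaline phosphatase inhibition above about 50% at 20 µM in the single-dose screen, limit read from the data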;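 further: 0% = DMSO negative control and 100% = EDTA positive control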
Target sequence (P05186 whole entry, looked up): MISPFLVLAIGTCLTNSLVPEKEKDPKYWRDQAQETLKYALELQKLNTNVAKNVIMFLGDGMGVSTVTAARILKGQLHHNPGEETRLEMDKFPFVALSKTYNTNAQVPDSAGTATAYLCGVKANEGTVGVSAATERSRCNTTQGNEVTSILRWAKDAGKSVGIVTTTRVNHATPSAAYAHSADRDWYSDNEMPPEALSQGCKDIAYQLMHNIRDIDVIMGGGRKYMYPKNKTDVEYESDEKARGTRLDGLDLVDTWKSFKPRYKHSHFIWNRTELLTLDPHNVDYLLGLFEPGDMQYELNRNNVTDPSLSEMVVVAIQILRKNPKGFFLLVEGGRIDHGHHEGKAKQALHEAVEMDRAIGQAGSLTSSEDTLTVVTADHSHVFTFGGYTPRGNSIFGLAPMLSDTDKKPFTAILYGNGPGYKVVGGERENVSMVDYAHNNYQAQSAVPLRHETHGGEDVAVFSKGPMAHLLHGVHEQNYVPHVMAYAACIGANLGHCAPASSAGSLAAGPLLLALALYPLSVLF
TNAP act hiacc: increases human TNAP activity under high phosphate acceptor concentration; P05186; purified TNAP, CDP-star luminescence, 1 M DEA, 30 min; hits give high values; 0 = EDTA background, 1 = DMSO-only activity; activation factor at 20 µM; 200,000 tested, under 10 active; AID 1136;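 active means activation factor at least 2 at 20 µM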
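Control set: EDTA negative control, DMSO positive control / Assay system: human TNAP / Quantity: TNAP 1/800 final / Evaluation: TNAP activation factor scaled between EDTA and DMSO control wells / Measured by: luminescent substrate turnover signal / Compound dosing: one dose, 20 µM / Times: 30 min enzyme reaction at room temperature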
TNAP inh hi DEA: blocks human TNAP under high phosphate acceptor concentration; purified TNAP, CDP-star luminescence, 1 M DEA; inhibition, % at 20 µM; 200,000 tested, 0.03% active; AID 1135;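 active means over 50% inhibition of tissue-nonspecific alkaline phosphatase at 20 µM in the single-dose screen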;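 further: plate controls were DMSO wells for no effect and EDTA-quenched wells as full inhibition for full effect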
bIAP inhibitor: blocks bovine intestinal alkaline phosphatase activity. inhibition, % at 20 µM. 190,000 tested, under 10 active. purified bovine IAP, CDP-star luminescence, 30 min. AID 1019;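 active means over 50% inhibition of intestinal alkaline phosphatase at 20 µM in the single-dose screen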
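System: purified bovine intestinal alkaline phosphatase (IAP) enzyme; Input: IAP diluted 1/65,000,000 in the well; Measured by: CDP-star luminescence signal; Compound dosing: 20 µM single dose; Incubation: 30 min reaction at room temperature.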
Diaphorase act: activates diaphorase or chemically reduces, flagging diaphorase assay artifacts | activation factor at 20 µM | Diaphorase/resazurin coupled assay, resorufin fluorescence, 16 min; hits give high values; 1 = vehicle wells, 0 = NADH-free wells | 190,000 tested, 0.005% active;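 active means diaphorase activity raised at least twofold by the compound at 20 µM; inactive means activation factor below 2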
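Material: Purified diaphorase enzyme from Clostridium kluyveri | Buffer or medium: 50 mM HEPES pH 7.4 with 4.542 mM MgCl2, 0.005% Tween 20 | Times: 16 min enzyme reaction, ambient temperature | Signal: Red resorufin fluorescence at 544/590 nm excitation/emission | Measure: Increased resorufin signal from activators or reducing compounds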
L major viab: inhibitors of Leishmania major promastigote growth. Leishmania major promastigotes, resazurin fluorescence viability. inhibition, % at 10 µM. 200,000 tested, 9% active. AID 1063; in the data active means inhibition above about 50%;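 further: promastigotes grown with compound for 44 hours at 28 °C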
* marks the source's active call; other numbers are inactive results.

SMILES | bIAP activator | PMI activator | PMI act satM6P | Diaphorase inh | TNAP inh no acc | TNAP act hiacc | TNAP inh hi DEA | bIAP inhibitor | Diaphorase act | L major viab
Nc1cc(-c2ccc(Br)cc2)nn1Cc1ccccc1 | 0.9 | 0.8 | 0.9 | 28 | -6 | 1 | -3 | 11 | 0.7 | 78*
CC(NC(N)=O)C12CC3CC(CC(C3)C1)C2 (centres undefined) | 1 | 0.9 | 0.9 | 10 | -3 | 1 | 1 | 3 | 0.9 | 16
CC(=O)c1cccc(NC(=O)c2ccc(C(=O)Nc3cccc(C(C)=O)c3)nc2)c1 | 1 | 1 | 1 | 1 | -9 | 1 | -5 | -4 | 1 | -1
COc1cc(C(C)=O)ccc1Oc1ncnc2c1cnn2-c1ccccc1 | 1 | 1 | 1.1 | 7 | -40 | 1 | 2 | 4 | 0.9 | -8
COc1cc(NC(=S)Nc2ccc(Br)cc2Cl)c(OC)cc1Cl | 0.9 | 0.9 | 0.9 | 2 | 3 | 1 | 3 | 13 | 1 | 32
CCN(CC)c1ccc(/C=N/Nc2nc3ccccc3[nH]2)cc1 | 1 | 0.5 | 0.9 | 31 | -12 | 1 | 1 | 2 | 0.7 | 100*
O=C(NNC(=O)c1ccc(Br)o1)c1ccc(NC(=O)c2ccccc2)cc1 | 1.1 | 1 | 1 | -15 | -53 | 1 | 1 | -10 | 1.1 | -6
CC(=O)C1=C(c2ccccc2)OC(N)=C(C#N)C1c1ccccc1C (centres undefined) | 0.9 | 0.8 | 0.8 | 18 | -4 | 1 | -3 | 9 | 0.8 | 29
Cc1ccc(C)c(NC(=S)NC(NC(=O)N(C)C)C(Cl)(Cl)Cl)c1 (centres undefined) | 1.2 | 0.9 | 0.9 | 17 | -16 | 1 | -4 | -20 | 0.8 | -2
CCc1c(C)c2cc(Cl)c(O)c(CN(C)C)c2oc1=O | 1.1 | 0.9 | 1 | 13 | -10 | 1 | -4 | -8 | 0.9 | -5
Cc1cc(Cl)cc(Cl)c1OCC(=O)NCc1ccco1 | 1.1 | 1.1 | 1.1 | 2 | -6 | 1.1 | -10 | -5 | 1 | -2
CN1CCCN(Cc2nc(-c3cccc(C(F)(F)F)c3)no2)CC1 | 1 | 1 | 1 | 6 | -13 | 1.1 | -11 | 1 | 0.9 | 99*
CCNc1c([N+](=O)[O-])c(=O)oc2ccccc12 | 0.9 | 0.8 | 0.9 | 18 | -6 | 1 | -2 | 11 | 0.8 | -6
N/C(=N\OC(=O)Cc1ccccc1)c1cccnc1 | 1 | 0.9 | 0.9 | 11 | -9 | 1 | -3 | 2 | 0.9 | -5
Cc1ccc(N(CC(=O)Nc2ccc(C)cn2)S(=O)(=O)c2c(C)nn(C)c2C)cc1 | 1 | 1 | 1 | 11 | -12 | 1.1 | -6 | 0 | 0.9 | 13
Cc1ccc(C)c(NS(=O)(=O)c2cc(C(=O)NCc3ccco3)ccc2C)c1 | 0.9 | 0.9 | 1 | 9 | -10 | 1 | -4 | 15 | 0.9 | 100*
Cc1ccc(NC(=S)NNC(=O)C2CC2c2ccc(C)cc2)cc1 (centres undefined) | 0.9 | 1 | 1 | 11 | -52 | 1.1 | -6 | 8 | 0.9 | 0
O=C(CN1CCOCC1)Nc1c(Cl)cc(Cl)cc1Cl | 1 | 0.9 | 1.1 | 8 | -9 | 1 | -5 | 0 | 0.9 | -3
COc1ccnc(N=CNOCc2cccc(Cl)c2Cl)c1C#N | 0.8 | 1.1 | 1.1 | 8 | -11 | 1 | -4 | 20 | 0.9 | -3
O=C(c1ccccc1Cl)N(Cc1ccc(Cl)c(Cl)c1)N1C(=O)CCCC1=O | 1.4 | 0.8 | 0.9 | 23 | -1 | 1 | -4 | -38 | 0.8 | 0
O=C(Nc1ccccc1Cl)C1C2CCC3C(CCC21)C3(Cl)Cl (centres undefined) | 1 | 1 | 1 | 6 | -15 | 1 | 0 | -1 | 0.9 | -6
O=C(c1cc(F)ccc1F)C1CCCN(C(=O)CCc2cnccn2)C1 (centres undefined) | 1 | 1 | 1 | 4 | -8 | 1 | -2 | -1 | 1 | -8
Cc1ccccc1OCCNc1ccc(C(F)(F)F)cc1[N+](=O)[O-] | 0.7 | 0.8 | 0.9 | 13 | 2 | 1 | 4 | 32 | 0.9 | -2
Cc1ccccc1C(=O)NNC(=O)CSc1nnc(C)n1-c1ccccc1 | 1.3 | 0.9 | 1 | 4 | -80 | 1 | 1 | -25 | 1 | -4

Quoted from the listing.
CC(NC(N)=O)C12CC3CC(CC(C3)C1)C2 (centres undefined) in TNAP inh hi DEA reads 1
Cc1ccc(NC(=S)NNC(=O)C2CC2c2ccc(C)cc2)cc1 (centres undefined) in PMI activator reads 1
N/C(=N\OC(=O)Cc1ccccc1)c1cccnc1 in Diaphorase act reads 0.9

Carrying on.
SMILES | bIAP activator | PMI activator | PMI act satM6P | Diaphorase inh | TNAP inh no acc | TNAP act hiacc | TNAP inh hi DEA | bIAP inhibitor | Diaphorase act | L major viab
O=C1CN(C(=O)c2cc([N+](=O)[O-])ccc2Cl)C(c2ccc(F)cc2)c2cc(F)ccc2N1 (centres undefined) | 0.9 | 1.1 | 1 | 10 | 0 | 1.1 | -5 | 12 | 0.9 | 79*
O=C1CCC(c2ccccc2)=NN1 | 1 | 1 | 1 | 11 | -3 | 1 | 2 | 3 | 0.9 | -1
CCC(=O)N(Cc1ccco1)c1nc(-c2cc(OC)ccc2OC)cs1 | 0.9 | 1 | 1.1 | 12 | -7 | 1 | 1 | 9 | 0.9 | -3
COC(=O)c1c(C)oc2ccc(OC(=O)c3cccs3)cc12 | 0.9 | 1 | 1 | 4 | -4 | 1 | -1 | 6 | 1 | -2
C=CCNc1ccc(C(=O)O)cc1 | 1 | 0.9 | 1 | -2 | -2 | 1 | 0 | 1 | 1 | 2
Cc1noc(C)c1S(=O)(=O)N1CCC(C(=O)NCCC2=CCCCC2)CC1 | 1 | 1 | 1 | 3 | -10 | 1 | -2 | 2 | 1 | 100*
O=C(O)c1ccc(N(c2ccccc2)c2ccccc2)cc1 | 1 | 1.1 | 1.1 | 9 | -3 | 1 | 2 | -2 | 0.9 | -3
CC(C)(C)C(=O)Nc1cc(NC(=O)C(C)(C)C)cc(C(=O)Nc2cc(C(=O)O)cc(C(=O)O)c2)c1 | 0.9 | 1.1 | 1 | 7 | -12 | 1 | -1 | 12 | 0.9 | -5
COc1cc2c(cc1OC)C1=C(C#N)CC/C(=N\S(=O)(=O)c3ccccc3)N1CC2 | 1 | 0.8 | 0.8 | 36 | -8 | 1 | -5 | -4 | 0.6 | 6
Cc1nn(C)c(C)c1NC(=O)c1ccc(S(=O)(=O)N(C)C)cc1 | 0.8 | 0.9 | 1 | 6 | -10 | 1 | -2 | 16 | 0.9 | -1
CCNS(=O)(=O)c1ccc(NC(=O)Cc2ccc(F)cc2)cc1 | 0.7 | 1 | 1.1 | 9 | -10 | 1.1 | -7 | 33 | 0.9 | 39
Cc1nn(-c2ccccc2)c(C)c1C(=O)OCC(N)=O | 1 | 1.1 | 1.1 | -3 | -9 | 1 | -3 | -3 | 1 | -10
CCOc1ccc(-c2ccc(SCC(=O)Nc3nnc(C)s3)nn2)cc1 | 0.9 | 1.2 | 1.2 | 5 | -5 | 1 | 2 | 7 | 0.9 | 5
COc1ccc(C(C)C)cc1S(=O)(=O)Nc1ccc(Cl)cn1 | 0.9 | 1 | 1.1 | -1 | -9 | 1 | -2 | 10 | 1 | -6
COc1ccc(S(=O)(=O)N(CC(=O)NCc2cccnc2)c2ccc(F)cc2)cc1OC | 1 | 1 | 1 | 15 | -6 | 1 | 0 | 2 | 0.8 | -1
NNC(=O)c1ccc(CN2C(=O)c3cccc4cccc2c34)cc1 | 1.2 | 1.2 | 1.1 | 14 | -4 | 1 | -2 | -15 | 0.9 | 2
COc1cc(/C=C2\C(=O)N(CCC#N)N=C2C)c(Br)cc1OC(C)C | 1 | 1.1 | 1.1 | 6 | -6 | 1 | 1 | -3 | 0.9 | -3
O=C(Cn1c(=O)n(CCC(=O)N2CCc3ccccc3C2)c(=O)c2ccccc21)NCC1CCCO1 (centres undefined) | 1 | 0.9 | 0.8 | 10 | -5 | 1 | 2 | 2 | 0.9 | -4
COCCOC(=O)C1=C(N)Oc2c(oc(CO)cc2=O)C1c1ccccc1F (centres undefined) | 1 | 1 | 1 | 5 | -8 | 1 | -3 | 2 | 0.9 | 1
C#CCOCCOCCOCCNc1nc(N2CCN(C(=O)[C@H]([C@@H](C)CC)n3cc(CCC(=O)O)nn3)CC2)nc(N2CCN(C(=O)[C@H](C)n3cc(CCCN=C(N)N)nn3)CC2)n1 | 1 | 1.2 | 1.2 | 8 | -7 | 1 | -4 | 2 | 0.9 | -6
COC(=O)c1ccc(C2/C(=C(/O)c3ccc(OC)cc3)C(=O)C(=O)N2Cc2ccco2)cc1 (centres undefined) | 1.1 | 1.2 | 1.2 | 0 | -7 | 1 | -4 | -7 | 1 | -2
Cc1cccc(NS(=O)(=O)c2ccc3nc(-c4ccccc4)[nH]c3c2)c1C | 0.9 | 0.9 | 1 | 6 | -14 | 1 | 1 | 5 | 0.9 | 59*
Cc1cccc(NC(=O)c2cc([N+](=O)[O-])ccc2N2CCN(C)CC2)c1 | 0.9 | 1 | 1 | 21 | -14 | 1 | -4 | 11 | 0.8 | -1
c1n[nH]c(NCc2ccc3c(c2)OCO3)n1 | 0.9 | 1.1 | 1 | 8 | -2 | 1.1 | -9 | 7 | 0.9 | -1
CCCCn1c(=NC(=O)c2cccnc2)c(C(=O)OCC)cc2c(=O)n3ccccc3nc21 | 0.9 | 1.1 | 1.2 | 10 | -8 | 1 | -2 | 12 | 0.9 | 42

Record cards, from the list above:
Profile of Cc1cccc(NC(=O)c2cc([N+](=O)[O-])ccc2N2CCN(C)CC2)c1 = bIAP activator = 0.9; PMI activator = 1; PMI act satM6P = 1; Diaphorase inh = 21; TNAP inh no acc = -14; TNAP act hiacc = 1; TNAP inh hi DEA = -4; bIAP inhibitor = 11; Diaphorase act = 0.8; L major viab = -1
Profile of O=C(Cn1c(=O)n(CCC(=O)N2CCc3ccccc3C2)c(=O)c2ccccc21)NCC1CCCO1 (centres undefined) = bIAP activator = 1; PMI activator = 0.9; PMI act satM6P = 0.8; Diaphorase inh = 10; TNAP inh no acc = -5; TNAP act hiacc = 1; TNAP inh hi DEA = 2; bIAP inhibitor = 2; Diaphorase act = 0.9; L major viab = -4

Source: PubChem
